# CatB inh = inhibitors of human cathepsin B; P07858; purified cathepsin B, fluorogenic substrate, fluorescence; inhibition, %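 (tested at 10 µM)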; actives 0.1% (n = 63,000); AID 453; in the data active means inhibition above about 21%;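 further: 0% = enzyme with no compound and 100% = no enzyme blank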
# CatS block = blocks human cathepsin S protease activity; inhibition, %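 (tested at 5 µM per compound within 10-compound mixtures)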; recombinant cathepsin S, AMC dipeptide fluorescence, pooled mixtures; actives 0.06% (n = 62,000); AID 501; P25774; in the data active means inhibition above about 32%, passing the limit was not always enough;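 further: 0% = enzyme without compound and 100% = blank without enzyme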
# Target sequence (P25774 115-331 limits assumed): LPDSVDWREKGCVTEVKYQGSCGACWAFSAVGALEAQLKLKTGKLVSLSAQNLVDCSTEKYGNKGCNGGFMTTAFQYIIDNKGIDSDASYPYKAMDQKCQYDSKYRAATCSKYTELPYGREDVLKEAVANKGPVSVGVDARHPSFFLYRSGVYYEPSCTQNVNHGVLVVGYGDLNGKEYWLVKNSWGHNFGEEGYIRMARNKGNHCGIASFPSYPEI
# FXIIa inh mix = factor XIIa (human) inhibition, mixture screen. P00748. purified FXIIa, fluorogenic substrate, pooled mixtures. inhibition, % at 5 µM. actives 0.2% (n = 62,000). AID 684;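 further: 0% = enzyme without compound and 100% = no enzyme blank; some results filed as inactive read as strong as hits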
# FXIa inh mix = inhibitors of human coagulation factor XIa, pooled mixtures; purified FXIa, fluorogenic substrate; inhibition, % at 5 µM; AID 680; actives 0.19% (n = 62,000); P03951;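 further: each value is inhibition by a whole ten-compound pool holding the compound; 0% = enzyme with no mixture and 100% = wells lacking enzyme; strong numbers were not always called active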
# Cathepsin G inh = blocks human cathepsin G enzyme activity. P08311. purified enzyme, AMC-tetrapeptide fluorescence, pooled mixtures. inhibition, % at 5 µM (by protocol). actives 0.2% (n = 62,000). AID 581;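 active means inhibition above 20% in each of the two mixture wells holding the compound; inactive means inhibition of 20% or less in either well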;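 further: 0% = enzyme control without mixture and 100% = blank lacking enzyme; strong numbers were not always called active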
# CatB mix inh = inhibitors of human cathepsin B in compound mixtures | P07858 | Purified cathepsin B, AMC dipeptide fluorescence | inhibition, %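 (ten-compound pools at 5 µM per compound and 50 µM total)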 | actives 0.06% (n = 62,000); in the data active means inhibition above about 22%, passing the limit was not always enough;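 further: 0% = enzyme without compound and 100% = no enzyme blank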
# AP ELISA ortho = alternative pathway complement inhibition, orthogonal assay; actives 0.08% (n = 62,000); AID 1235; Human serum alternative complement pathway, LPS-coated ELISA, C3 deposition; tested in compound mixtures; inhibition, % at 5 µM;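 active means inhibition above 30% in each of the two pooled mixtures holding the compound, so the lower value exceeds 30%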;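 further: 0% = serum in Mg-EGTA without compound and 100% = EDTA serum blank; some compounds past the cut are filed as inactive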
#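 Assay system: human serum alternative complement pathway, C3 deposition on LPS-coated wells; Dosing: 5 µM per compound in ten-compound mixtures; Detection: Anti-C3 ELISA, OD 450 nm; Buffer or medium: Mg2+-EGTA GVB++ buffer containing human serum at 1:15 dilution; Timing: 1 h at 37 °C; Replication: two different pools per compound.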
# C1s block = human complement C1s inhibition | purified C1s, fluorogenic AMC substrate, pooled mixtures | mean inhibition % of two 10-compound mixtures (active compounds read high), % at 5 µM (by protocol) | actives 0.16% (n = 62,000) | AID 538;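 active means inhibition above 20% in each of the two 10-compound mixture wells holding the compound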;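 further: 0% = enzyme wells lacking compound mixture and 100% = no-enzyme blank wells; some compounds called inactive have numbers as strong as hits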
# Target sequence (P09871 16-437 limits assumed): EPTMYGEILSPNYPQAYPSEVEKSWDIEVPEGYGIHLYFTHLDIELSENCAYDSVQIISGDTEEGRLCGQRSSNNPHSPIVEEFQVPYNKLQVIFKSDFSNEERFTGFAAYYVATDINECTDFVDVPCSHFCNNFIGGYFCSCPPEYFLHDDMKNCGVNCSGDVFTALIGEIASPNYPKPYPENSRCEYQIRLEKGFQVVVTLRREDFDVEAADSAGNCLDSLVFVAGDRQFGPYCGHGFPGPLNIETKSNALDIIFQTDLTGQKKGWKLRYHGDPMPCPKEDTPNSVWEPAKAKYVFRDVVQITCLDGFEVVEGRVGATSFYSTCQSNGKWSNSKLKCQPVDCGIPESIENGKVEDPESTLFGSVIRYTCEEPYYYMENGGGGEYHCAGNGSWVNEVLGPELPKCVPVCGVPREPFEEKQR
# Target sequence (P09871 438-688 limits assumed): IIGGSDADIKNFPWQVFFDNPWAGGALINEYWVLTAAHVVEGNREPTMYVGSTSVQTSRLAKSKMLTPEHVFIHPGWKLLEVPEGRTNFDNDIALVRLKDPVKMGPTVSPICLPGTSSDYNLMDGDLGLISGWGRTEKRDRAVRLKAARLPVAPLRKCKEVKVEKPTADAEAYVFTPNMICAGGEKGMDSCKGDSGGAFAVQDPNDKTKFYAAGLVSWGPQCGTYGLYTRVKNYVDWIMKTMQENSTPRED
# CatL block = inhibitors of human cathepsin L. purified cathepsin L, fluorogenic substrate, fluorescence. P07711. inhibition, %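 (tested at 10 µM)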. actives 0.17% (n = 58,000). AID 460; in the data active means inhibition above about 45%;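 further: 0% = enzyme with no compound and 100% = no enzyme blank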
# An asterisk follows results filed as active; nt = not tested or not shown. Unless noted, no stated cut-off is given here; in the data, active means inhibition above about 20% (passing the limit was not always enough); inactive means the rest. The list is partial (hit frequency here may not be typical).
# The line under a structure holds: AP ELISA ortho	Cathepsin G inh	CatB mix inh	C1s block	CatL block	FXIa inh mix	FXIIa inh mix	CatS block	CatB inh
- Cn1cccc1C(=O)NS(=O)(=O)c1ccccc1Cl
  3.9	-4.7	4.2	-30.1	-13.6	0.9	-2.9	1.2	-4.3
- Cc1nn(Cc2ccccc2)c(C)c1NC(=O)CSc1nc2sc3c(c2c(=O)n1C)CCC3
  10.8	8.4	1.8	-11.5	12.2	4.6	3.1	0.0	1.4
- COc1ccc(S(=O)(=O)N(C)CC(=O)Nc2ccccc2SC)cc1
  4.1	0.5	1.6	5.0	19.8	0.2	6.4	9.8	4.2
- CCCCS(=O)(=O)Nc1ccc(Cc2ccncc2)cc1
  19.6	10.7	2.8	10.6	-8.0	4.3	1.8	-10.1	2.7
- N#CC1=C2SCN(c3ccccc3)CN2C(=O)CC1c1cccs1 (centres undefined)
  5.4	12.1	-3.1	2.4	15.6	1.2	11.7	7.0	1.2
- COc1cc(CO)cc(Br)c1OCC(=O)N1CCCCC1
  13.3	0.3	4.6	-11.1	-0.5	1.1	19.4	4.0	-0.2
- O=C(NCC1CCCO1)c1sc(=S)n2c1[nH]c(=O)c1ccc(C(=O)N3CCCCC3)cc12 (centres undefined)
  20.8	8.6	2.9	4.6	-0.7	1.4	-9.6	-3.5	0.5
- Cc1cccc(NC(=O)c2c(O)c3cccc4c3n(c2=O)CCC4)n1
  -0.4	-16.2	-1.7	4.7	7.4	3.3	12.2	2.6	1.1
- O=C(CCC1CCCCC1)N1CCN(Cc2ccc3c(c2)OCO3)CC1
  -10.1	-16.2	1.9	-48.5	nt	-3.3	2.3	0.1	3.3
- O=C(Cn1nnc(-c2ccncc2)n1)NCCc1ccccc1
  -2.5	1.8	-2.6	-48.5	10.5	-11.6	4.9	-7.4	-1.9
- O=C(c1ccco1)N1CCN(C(c2cccs2)c2sc3ncnn3c2O)CC1 (centres undefined)
  28.1	10.3	4.5	9.0	-0.4	0.8	2.6	-1.0	0.6
- Cc1nnc(SCC(=O)NCc2ccccc2)s1
  22.2	-5.1	-2.0	-82.9	12.2	-1.7	0.0	-17.0	2.6
- Cc1c(C(=O)N2CCN(C(=O)c3ccco3)CC2)sc2nc(-c3ccc(F)cc3)cn12
  -1.4	2.2	-2.4	1.8	nt	0.3	7.3	15.0	-3.1
- Cc1ccc2c(c1)nnn2C1CCN(S(=O)(=O)c2ccc(C(=O)N(C)C3CCCCC3)cc2)CC1
  -3.4	-8.5	8.7	-28.3	nt	4.5	3.5	9.7	8.2
- CC1=CC(C)(C)N2C(=O)C3(SCC(=O)N3c3ccc(O)cc3)c3cc(C)cc1c32 (centres undefined)
  -19.4	-3.8	0.8	-3.8	18.4	2.8	-1.0	-0.1	3.7
- COCc1cc(C)nc(SCC(=O)Nc2cc3c(cc2C#N)OCO3)c1C#N
  7.9	8.4	0.8	-2.8	-1.9	1.1	0.2	2.4	0.1
- O=S(=O)(c1ccc(S(=O)(=O)N2CCN(Cc3ccccc3)CC2)cc1)N1CCOCC1
  -2.8	7.9	-2.5	-10.7	13.8	11.0	2.9	1.0	-0.1
- O=C(Nc1nc(-c2ccncc2)cs1)c1ccc(S(=O)(=O)N2CCOCC2)cc1
  0.1	-1.9	6.0	41.5	9.1	3.6	1.0	8.5	5.4
- O=C(COC(=O)c1ccc(S(=O)(=O)N2CCCC2)cc1)NCc1ccccc1
  5.8	-11.4	-0.7	-1.4	-2.0	-2.9	-3.5	1.1	-0.3
- CCOC(=O)C(NC(C)=O)C(OC(C)=O)c1cccc(N(CCO)CCO)c1 (centres undefined)
  13.5	8.7	-4.6	-0.3	6.8	0.8	1.3	-2.3	1.1
- O=C(CN1CCOCC1)N(c1ccccc1)c1ccc2ccccc2c1
  19.1	-1.0	-0.6	-1.6	7.0	1.6	-17.5	8.7	0.4
- O=C(COc1ccc(Cl)cc1)NCc1nnc(SCC(=O)Nc2ccccc2)o1
  3.4	-1.1	-2.4	-8.9	13.2	5.2	5.3	5.5	-6.2
- NC(=O)CN1CCN(c2ccccc2F)CC1
  16.5	8.0	6.0	7.8	6.4	5.4	2.3	-0.1	6.3
- Cn1c2c(c(=O)n(C)c1=O)CN(Cc1ccc3c(c1)OCO3)CN2
  13.2	12.1	7.0	14.2	-5.1	12.7	9.7	-2.5	-1.6
- CCOc1ccccc1N(C)C(=O)C1CCN(S(=O)(=O)c2cccc3nonc23)CC1
  11.5	-3.7	1.6	-0.8	2.6	-2.0	-1.6	-3.4	-7.5
- Cc1ccc2c(COC(=O)c3cnc(C)cn3)cc(=O)oc2c1
  7.2	11.1	3.0	13.6	7.2	8.5	-1.5	2.4	2.1
- O=C(NCc1ccco1)C(c1ccccc1)N(Cc1cccnc1)C(=O)Cn1nnc2ccccc21 (centres undefined)
  2.1	3.0	0.9	-0.8	-2.5	5.7	6.6	22.4	-0.9
- C=CCNc1oc(COc2ccc(C)cc2)nc1C#N
  0.2	1.0	-1.9	3.0	22.3	1.3	1.3	3.9	1.2
- O=C(Nc1nc2c(s1)CCCC2)C1CCCN1C(=O)c1cccs1 (centres undefined)
  15.3	6.6	0.7	-6.7	10.6	-1.6	6.1	-2.3	0.6
- CCCCCN(C(=O)NC(=O)NCCCC)S(C)(=O)=O
  12.8	2.3	1.9	-27.6	-7.3	-3.6	3.9	-12.8	1.9
- O=C1c2ccccc2NC(c2ccc3c(c2)OCO3)N1O (centres undefined)
  1.6	-0.2	5.4	-2.3	5.8	6.3	8.9	15.6	-0.2
- CCOC(=O)C1CCCN(CC(=O)NC2=Nc3ccccc3N=C(C)C2c2ccccc2)C1 (centres undefined)
  -13.0	6.8	-1.0	-36.8	10.5	0.1	-0.5	6.9	0.3
- CCOC(=O)CSc1nc(N)cc(=O)[nH]1
  -5.6	-28.2	-18.5	-52.5	13.1	-40.5	-16.6	-24.1	1.0
- COCCN(C(=O)CNC(=O)c1cccs1)C(C(=O)NC1CCCC1)c1cccs1 (centres undefined)
  10.5	3.0	-3.9	-40.8	0.4	-7.6	0.9	-0.8	2.9
- c1ccc(-c2nnc(CSc3nc4ccccc4[nH]3)o2)cc1
  4.6	8.0	4.9	7.6	18.3	4.4	12.7	14.2	0.2
- c1cc2c(cc1Cn1cnnn1)OCO2
  15.4	4.2	2.3	9.0	-3.5	7.1	10.1	-8.6	-2.9
- CN(C)CC(C(=O)c1ccccc1)c1ccccc1 (centres undefined)
  6.6	13.0	6.6	-9.6	-4.7	2.4	-1.2	-5.9	3.0
- COc1ccc(CNC2CCCCC2C)c(OC)c1 (centres undefined)
  -15.8	-4.9	-1.6	-17.7	11.0	2.1	1.2	16.2	10.1
- COc1ccccc1N1CCN(C(=O)COc2ccc(C)cc2Br)CC1
  11.5	7.4	1.4	0.9	0.3	11.4	-15.9	-5.2	1.5
- C/C(Cl)=C\Cn1c(N2CCCCCC2)nc2c1c(=O)n(C)c(=O)n2C
  -0.5	11.9	2.6	16.0	2.5	8.6	12.2	1.0	-1.0

# 2 records drawn at random from the list so far, as already listed:
# The line under a structure holds: AP ELISA ortho	Cathepsin G inh	CatB mix inh	C1s block	CatL block	FXIa inh mix	FXIIa inh mix	CatS block	CatB inh
- c1cc2c(cc1Cn1cnnn1)OCO2
  15.4	4.2	2.3	9.0	-3.5	7.1	10.1	-8.6	-2.9
- O=C(NCc1ccco1)C(c1ccccc1)N(Cc1cccnc1)C(=O)Cn1nnc2ccccc21 (centres undefined)
  2.1	3.0	0.9	-0.8	-2.5	5.7	6.6	22.4	-0.9

# (listing goes on)
# The line under a structure holds: AP ELISA ortho	Cathepsin G inh	CatB mix inh	C1s block	CatL block	FXIa inh mix	FXIIa inh mix	CatS block	CatB inh
- O=C(CN1CCSCC1)N1CCc2[nH]c3ccc(Br)cc3c2C1
  2.5	14.8	4.2	11.1	2.3	1.9	0.3	2.9	-0.7
- O=c1c2c(nc3nc(SCc4ccccc4)[nH]n13)CCC2
  5.3	14.2	4.5	14.7	4.5	7.7	0.8	16.7	3.2
- O=C1NC(=O)C(CC(=O)N(Cc2ccco2)C2(C(=O)NC3CCCCC3)CCCCC2)N1 (centres undefined)
  12.1	0.1	7.3	-16.7	-0.1	4.8	-18.1	0.4	-1.0
- COc1cc(C2C(C(C)=O)=C(C)Nc3ncnn32)ccc1O (centres undefined)
  10.9	4.5	1.7	-1.6	nt	0.2	-0.3	-4.0	4.0
- CCOc1ccccc1N1CCN(C(=O)Nc2cccc(Cl)c2)CC1
  14.7	-0.8	-2.4	1.5	-7.7	5.8	12.3	5.7	-5.2
- CCOC(=O)c1cccc(NC(=O)c2cccs2)c1
  -3.6	9.8	1.7	13.8	1.5	1.6	8.1	-0.2	4.7
- N#Cc1nc(-c2cccs2)oc1NCCN1CCOCC1
  0.3	8.6	1.1	-8.2	-25.0	2.0	27.7	5.2	1.1
- COc1ccc(C(C(=O)NC2CCCC2)N2CCc3ccccc32)cc1 (centres undefined)
  14.5	18.9	2.5	13.1	3.0	6.9	8.3	-2.3	2.3
- CS(=O)(=O)N(CC(=O)Nc1ccc2c(c1)OCO2)c1ccccc1
  6.3	12.1	7.4	13.9	13.1	6.4	-15.0	18.8	1.7
- Cc1nc2nc(C)c(CCC(=O)Nc3ccc4c(c3)OCO4)c(C)n2n1
  4.1	-7.9	1.2	-64.1	14.8	-1.6	18.2	-1.3	-1.8
- Cn1cccc1Cc1nnc(SCC(=O)NCCc2ccccc2)n1-c1ccc(F)cc1
  18.2	8.8	4.4	-15.6	nt	0.3	3.9	13.2	1.5
- COc1ccc(OC)c(NC(=O)COC(=O)c2ccc(S(=O)(=O)N3CCOCC3)cc2)c1
  8.3	-3.9	1.0	-14.2	2.3	9.8	4.0	23.7	4.2
- CCCCC(=O)Nc1ccc(NC(=O)c2ccccc2OC)cn1
  17.9	9.0	1.4	-7.7	7.7	-5.9	1.0	-2.5	2.7
- CCOc1cccc(C2C(C#N)=C(N)Oc3cc(C)oc(=O)c32)c1OCC (centres undefined)
  16.6	5.9	3.6	2.2	-2.8	1.2	-0.8	4.9	-0.4
- N#Cc1cc2ccc(N3CCOCC3)cc2cc1C#N
  7.7	9.8	7.3	0.0	-13.7	5.4	-3.8	0.9	2.5
- CC(=NCc1ccco1)c1c(O)n(C2CCCCC2)c(=O)[nH]c1=O
  8.0	0.7	6.4	3.8	4.2	8.0	2.5	19.7	0.0
- Cc1nn(Cc2ccccc2)c(Cl)c1C(=O)OCc1nnc(-c2ccccc2)o1
  -3.5	2.0	-3.8	-1.5	-3.0	6.9	2.0	-4.7	-3.6
- COc1cccc(CNCC(=O)N2C(C)CCCC2C)c1 (centres undefined)
  -15.3	-3.1	1.6	-3.3	30.9	2.7	0.6	0.0	4.3
- Cc1ccc(-c2nn(C)c(=O)c3ccccc23)cc1CNS(C)(=O)=O
  4.8	2.2	5.4	-3.7	-2.6	1.0	1.7	6.0	-1.8
- CCOCCCNC(=O)C1CCN(S(=O)(=O)CC)CC1
  11.4	2.8	0.2	3.9	-0.8	9.5	-13.9	-7.1	0.3
- Cc1cc(C)n(-c2nc3c(c(=O)[nH]c(=O)n3C)n2C)n1
  5.4	11.3	3.4	4.7	7.7	3.8	2.0	2.0	4.3
- O=C(O)CSC12CC3CC(C1)CC(C(=O)O)(C3)C2
  -5.4	0.9	-2.9	0.1	28.1	23.6*	-3.6	11.9	-0.8
- O=C(O)c1c(F)c(F)c(F)c(F)c1-c1ccc(Cl)cc1
  -10.5	-13.8	-14.5	-86.2	nt	-11.9	8.3	-8.7	-6.2
- CC(C)c1ccc2oc(=O)cc(CN3CCN(c4ccc(F)cc4)CC3)c2c1
  39.6*	12.1	4.1	14.5	3.8	2.1	4.5	2.1	2.7
